Source: PubChem
CHRM1 antagonist = human CHRM1 antagonism; inhibition, % at 3 µM; CHO-K1 hM1, Fluo-8 calcium fluorescence, ACh EC80 antagonist; P11229; 1.3% of 360,000 active; AID 588852;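 active = percent inhibition above its own plate's cutoff, namely the mean of that plate's compound wells plus 3 SD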;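 also: peak over basal fluorescence ratio during 140 s after agonist addition; 0% = ACh EC80 plus DMSO and 100% = DMSO alone without agonist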
Target sequence (P11229 whole entry, looked up): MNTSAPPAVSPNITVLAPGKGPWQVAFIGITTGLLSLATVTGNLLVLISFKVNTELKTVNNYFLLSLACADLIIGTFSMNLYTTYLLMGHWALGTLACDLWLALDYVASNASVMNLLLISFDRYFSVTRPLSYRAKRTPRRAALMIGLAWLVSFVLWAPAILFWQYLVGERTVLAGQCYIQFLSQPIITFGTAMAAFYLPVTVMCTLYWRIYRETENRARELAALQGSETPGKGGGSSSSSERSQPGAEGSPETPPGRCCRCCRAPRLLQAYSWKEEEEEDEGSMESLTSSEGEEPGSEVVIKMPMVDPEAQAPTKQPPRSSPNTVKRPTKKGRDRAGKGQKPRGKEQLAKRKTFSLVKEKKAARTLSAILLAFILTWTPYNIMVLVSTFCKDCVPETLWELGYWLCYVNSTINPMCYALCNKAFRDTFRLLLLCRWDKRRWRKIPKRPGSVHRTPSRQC
M4 ag = agonists of human muscarinic M4 receptor (CHRM4). P08173. CHO-K1 hM4/Gqi5, Fluo-8 calcium fluorescence; vehicle 0%, full acetylcholine response 100%. activation, % at 3 µM. 0.14% of 360,000 active. AID 624127;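 active = activation above the run mean over all test wells plus 3 SD, cut at about 32% in these data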;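 also: peak over basal fluorescence ratio per well then scaled between controls; 0% = DMSO wells and 100% = acetylcholine at EC100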
Target sequence (P08173 whole entry, looked up): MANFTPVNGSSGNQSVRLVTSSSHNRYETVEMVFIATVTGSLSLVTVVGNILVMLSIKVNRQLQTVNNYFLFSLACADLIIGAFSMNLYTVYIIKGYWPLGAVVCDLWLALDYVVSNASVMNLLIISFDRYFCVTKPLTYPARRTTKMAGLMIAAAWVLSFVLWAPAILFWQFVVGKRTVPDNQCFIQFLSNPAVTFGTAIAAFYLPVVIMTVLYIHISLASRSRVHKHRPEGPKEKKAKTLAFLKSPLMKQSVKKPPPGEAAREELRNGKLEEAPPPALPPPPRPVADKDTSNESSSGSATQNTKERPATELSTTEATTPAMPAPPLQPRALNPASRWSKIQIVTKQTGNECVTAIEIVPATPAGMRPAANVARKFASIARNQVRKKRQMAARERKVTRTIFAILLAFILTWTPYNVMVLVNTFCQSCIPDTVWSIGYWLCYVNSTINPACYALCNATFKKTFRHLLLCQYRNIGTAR
CHRM1 agonist = activates human CHRM1 receptor | P11229 | CHO-K1 hM1, Fluo-8 calcium fluorescence, agonist mode; 0% DMSO, 100% acetylcholine EC100 | activation, % at 3 µM | 0.33% of 360,000 active | AID 588814;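 active = activation above the run's mean compound activation plus 3 SD, cut at about 16% in these data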;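 also: peak over basal fluorescence ratio within a 140 s kinetic read after compound addition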
TAAR1 ag = human TAAR1 agonism; Q96RJ0; CHO RD-HGA16 TAAR1, Fluo-8 calcium fluorescence; vehicle wells 0%, saturating PEA agonist 100%; activation, % at 3 µM; 0.99% of 360,000 active;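 active = activation above the mean activation of all test compounds in the run plus 3 SD, cut at about 38% in these data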
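Benchmarks: low control DMSO, high control PEA (EC100); System: CHO RD-HGA16 cells carrying human TAAR1 plus Gα16; Detection: Fluo-8 fluorescence, 5 s baseline then 140 s kinetic read; Schedule: 17-24 h plating, Fluo-8 75 min 37 °C, 30 min RT; Read-out basis: % activation from peak over basal fluorescence ratio, DMSO-to-PEA scaled.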
M5 antag = antagonists of human muscarinic M5 receptor (CHRM5); P08912; CHO-hM5 cells, Fluo-8 calcium fluorescence, ACh EC80; inhibition, % at 3 µM; 0.59% of 360,000 active; AID 624040;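 active = inhibition above a per-plate cutoff, the mean of that plate's test compounds plus 3 SD, cut at about 27% in these data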;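 also: 0% = acetylcholine EC80 with DMSO and 100% = DMSO without agonist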
M5 PAM = potentiates acetylcholine response at human M5 receptor. P08912. CHO-K1 hM5, Fluo-8 calcium, ACh EC20 PAM; 0% = ACh EC20, 100% = ACh EC100. activation, % at 3 µM. 0.3% of 360,000 active. AID 624038;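 active = activation above the run cutoff, the mean activation of all test compounds plus 3 SD, cut at about 18% in these data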
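Assay system: CHO-K1 hM5 cells. Also added: acetylcholine at EC20 concentration, added after compound. Dosing: 3 µM, single dose. Times: compound preincubation 140 s before EC20 acetylcholine addition. Signal: Fluo-8 calcium fluorescence. Measure: % activation relative to EC20 and EC100 ACh responses. Repeats: singlicate, one well per test compound.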
CHRM1 PAM = potentiates human M1 receptor response to acetylcholine; AID 588819; 0.088% of 360,000 active; activation, % at 3 µM; P11229; CHO-K1 hM1, Fluo-8 calcium fluorescence, ACh EC20; 0% = ACh EC20, 100% = maximal ACh; in the data active = activation above about 19%, passing the limit was not always enough
CHRM4 antagonist = antagonists of human muscarinic M4 receptor (CHRM4); P08173; CHO-hM4 cells, ACh EC80, Fluo-8 calcium fluorescence; inhibition, % at 3 µM; 0.73% of 360,000 active; AID 624125;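 active = inhibition above its plate's cutoff, the mean inhibition of sample wells plus 3 SD, cut at about 27% in these data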;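 also: 0% = acetylcholine EC80 with DMSO and 100% = DMSO without agonist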
CHRM5 agonist = agonists of human muscarinic M5 receptor (CHRM5) | CHO-K1 hM5 cells, Fluo-8 calcium fluorescence; 0% DMSO wells, 100% maximal acetylcholine response | activation, % at 3 µM | 0.19% of 360,000 active;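 active = activation above the run's mean over test compounds plus 3 SD, cut at about 23% in these data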;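 also: signal is peak over basal fluorescence ratio across the kinetic read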
* = called active by the depositor.

SMILES | CHRM1 antagonist | M4 ag | CHRM1 agonist | TAAR1 ag | M5 antag | M5 PAM | CHRM1 PAM | CHRM4 antagonist | CHRM5 agonist
Cc1ccc(C)c(N2CCN(C(=O)c3ccc(N4CCOCC4)c([N+](=O)[O-])c3)CC2)c1 | 24 | 11 | -5 | 1 | 7 | -6 | -12 | 6 | -2
Cc1ccc(CNC(=O)C(=O)NCCC2CCCCN2S(=O)(=O)c2ccccc2)cc1 (stereo unspecified) | -14 | 0 | -2 | -1 | 1 | -1 | 3 | -12 | 0
CC(C)(C)OC(=O)N[C@H]1C=C[C@@H](OC(=O)CC(=O)OCC(F)(F)F)C1 | -4 | 0 | -1 | -1 | 3 | -2 | 5 | -8 | 1
CCn1ncc(C2=NOC(C(=O)NCc3ccc(Cl)cc3)C2)c1C (stereo unspecified) | -10 | 6 | 2 | 2 | 2 | -4 | 6 | 3 | 1
O=C(CSc1nccc(=O)[nH]1)Nc1ccc(N2CCOCC2)cc1 | -10 | 0 | -3 | 1 | 18 | -1 | 5 | 9 | -2
Cc1ncc([N+](=O)[O-])n1CC(=O)Nc1ccc(F)c(F)c1 | -21 | 2 | -3 | 0 | 1 | 2 | 12 | -12 | 1
CCN1CCN(CCOc2ccccc2OCc2ccccc2)CC1 | -6 | 1 | -7 | 3 | 3 | 2 | 9 | -9 | -14
CC(=O)Nc1cc(-c2cccc(F)c2)cn2c(-c3ccccc3)cnc12 | 11 | 2 | -4 | 11 | 4 | -7 | -2 | 8 | 0
C/C(=N/NC(=O)c1cccc(N2CCCC2=O)c1)c1ccncc1 | 10 | 2 | -7 | 0 | -10 | -4 | -10 | -5 | -5
COCCCNC(=O)CCc1nc(-c2ccccc2)no1 | -1 | 0 | -2 | 12 | 0 | -9 | 3 | -7 | -4
CC[n+]1c(/C=C2\Sc3ccccc3N2C)ccc2cccc(C)c21 | 54* | 8 | 22* | 29 | 38* | -14 | -11 | 26 | 3
CCN(CC)CCCNC(=O)c1[nH]c(C)c(C(=O)NC2CCCCC2)c1C | 13 | 0 | -3 | 2 | 9 | -6 | -7 | 2 | -5
C=CCNS(=O)(=O)c1sccc1/C=N/O | -2 | 0 | -5 | 3 | -3 | 2 | 8 | -6 | 0
O=C(c1ccc(Cl)c(S(=O)(=O)N2CCOCC2)c1)N(Cc1ccco1)Cc1cccs1 | 5 | 12 | -3 | 11 | 7 | -13 | -4 | -4 | 1
CCN1CCN(C(=O)C2CCN(S(=O)(=O)c3ccc4c(c3)NC(=O)C(C)S4)CC2)CC1 (stereo unspecified) | -21 | 0 | -5 | 1 | -2 | 1 | 14 | -8 | -5
CCc1cccc(NC(=O)c2cc(S(=O)(=O)N3CCCCC3)ccc2N2CCOCC2)c1 | -8 | 0 | -5 | 0 | 3 | -2 | 2 | 1 | -1
O=C(O)/C=C/C(=O)N1CCN(c2ccccc2F)CC1 | 8 | 0 | -8 | 26 | 0 | -1 | -3 | 7 | -2
O=C(N=Nc1c(O)[nH]c2ccccc12)c1cccc(S(=O)(=O)N2CCCCC2)c1 | -7 | 0 | -5 | 6 | 5 | -1 | 6 | 6 | -2
CC(C)c1ccc(OCc2ccc(C(=O)NN3CCN(C)CC3)o2)cc1 | 23 | 2 | -11 | 5 | 0 | -14 | -26 | -4 | -10
CC(=O)Nc1csc2ccccc12 | -9 | 2 | -3 | 2 | 3 | 4 | 6 | 1 | -1

Next section; it opens with the three that closed the last part.
SMILES | CHRM1 antagonist | M4 ag | CHRM1 agonist | TAAR1 ag | M5 antag | M5 PAM | CHRM1 PAM | CHRM4 antagonist | CHRM5 agonist
O=C(N=Nc1c(O)[nH]c2ccccc12)c1cccc(S(=O)(=O)N2CCCCC2)c1 | -7 | 0 | -5 | 6 | 5 | -1 | 6 | 6 | -2
CC(C)c1ccc(OCc2ccc(C(=O)NN3CCN(C)CC3)o2)cc1 | 23 | 2 | -11 | 5 | 0 | -14 | -26 | -4 | -10
CC(=O)Nc1csc2ccccc12 | -9 | 2 | -3 | 2 | 3 | 4 | 6 | 1 | -1
CCn1cc(C(=O)NCc2ccc3c(c2)OCO3)c(=O)c2cc(F)c(N3CCN(C(=O)c4ccco4)CC3)cc21 | 1 | 9 | -1 | 18 | -12 | -3 | -1 | 4 | 3
CC(C)CC(=O)c1c[nH]c(C(=O)NCCCN2CCOCC2)c1 | -12 | 0 | -6 | 12 | 7 | -3 | 9 | 1 | 0
O=C(Nc1cccc2ncccc12)c1ccc(Cl)cc1 | -19 | 0 | -2 | 3 | 8 | 0 | 10 | -7 | 0
O=C(NCc1cccnc1)/C(=C/c1ccc(-c2ccc(Cl)cc2)o1)S(=O)(=O)c1ccccc1 | -5 | 9 | -5 | 8 | -1 | -3 | 8 | 28* | 3
CC(C)COC(=O)c1cccc2c1-c1ccccc1/C2=N\O | 5 | -1 | -4 | 9 | 1 | -15 | 2 | 4 | -14
N#Cc1ccc(C(=O)CSc2n[nH]c(=O)n2-c2cccnc2)cc1 | -7 | 0 | 1 | 1 | 6 | 6 | 12 | 13 | 6
CCOc1ccccc1C(=O)N/N=C/c1coc2ccc(C)cc2c1=O | -20 | 1 | -3 | 0 | 9 | -2 | 13 | -5 | -2
CCOC(=O)/C(C(C)=O)=C1/OC(=O)c2ccccc21 | -12 | 3 | -2 | 2 | 3 | 0 | 9 | 4 | 2
O=C(O)c1ccc(CSCc2ccccc2Cl)o1 | -8 | 10 | -4 | 1 | 4 | -5 | 5 | -11 | 1
COCCCN(C(=O)c1cc(Cl)nc2ccccc12)c1c(N)n(Cc2ccccc2)c(=O)[nH]c1=O | 9 | 1 | -1 | 1 | 1 | 3 | 0 | -10 | 3
COCCNC(=O)CCCCCNS(=O)(=O)c1ccc(C)cc1 | 2 | -1 | -3 | 8 | 4 | -1 | 3 | 3 | 1
CCc1ccccc1NC(=S)Nc1cc(OC)c(NC(=O)C(C)C)cc1OC | -13 | 4 | 2 | 0 | 11 | -2 | 19 | -8 | 0
COc1cc2ccnc(C=NO)c2cc1OC | -16 | -1 | 0 | 0 | 5 | -2 | 11 | -6 | -1
CSc1nc(C)c2c(n1)N(c1ccc(C(F)(F)F)cc1)CC2 | -7 | 1 | -2 | 6 | 9 | -3 | 4 | -4 | -1
CC(=O)Nc1ccc(S(=O)(=O)N2CCNC(=O)CC2)cc1 | 0 | 1 | -2 | 13 | -7 | 2 | 6 | -8 | 2
N#C/C(=C\c1ccc(O)c(O)c1)C(=O)Nc1ccccc1 | -17 | 7 | 4 | 22 | 4 | -5 | 0 | -10 | 6
C/C(N)=C(/C#N)C(=O)COC(=O)CNS(=O)(=O)c1ccc2ccccc2c1 | -8 | 1 | -1 | -1 | 10 | -1 | 8 | 2 | -2
Oc1nc(Nc2ccccc2)sc1/C=C1\C=Nc2ccccc21 | -12 | 4 | 1 | 0 | 3 | 2 | 8 | 4 | 8
COC(=O)C(CC(C)C)NC(=O)c1cccs1 (stereo unspecified) | -7 | 0 | -4 | 2 | 11 | 0 | 9 | -1 | 2
COc1ccc(NC(=O)CN(C)C(=O)CN2C(=O)NC3(CCCCC3)C2=O)cc1 | -3 | 0 | -5 | 0 | 8 | -8 | 3 | 1 | -1
Cc1cc(S(=O)(=O)N(Cc2ccc(C(C)(C)C)cc2)Cc2cccs2)ccc1-n1cnnn1 | 0 | 0 | -5 | -1 | -1 | -8 | -2 | 2 | -1
CC1=CCC2C(=O)N(c3ccccc3OC(=O)c3ccccc3F)C(=O)C2C1 (stereo unspecified) | -9 | 1 | -1 | 1 | -3 | -1 | 8 | 0 | 2
O=C(NCCCN1CCOCC1)c1ccc2nc(Cc3cccc(Cl)c3)oc2c1 | -1 | 2 | -5 | 1 | 6 | -4 | 2 | -5 | -6
Cc1c(C(=O)N2CC(C)OC(C)C2)[nH]c2ccc(Br)cc12 (stereo unspecified) | -15 | 3 | -3 | 5 | 3 | -2 | 4 | 1 | -1
CC1=NN(c2ccccc2)C(=O)C1=Cc1ccccc1 | 0 | 6 | 6 | 14 | 7 | -6 | -1 | -11 | 5
O=C(OCC(=O)N(Cc1ccccc1)C1CCS(=O)(=O)C1)c1cc2c(s1)CCCC2 (stereo unspecified) | -3 | 4 | -3 | 7 | 1 | 4 | 9 | -6 | -1
COc1ccc(S(=O)(=O)N(C)[C@H]2C[C@H]3c4cc(-c5ccccc5)ccc4CCN3C(=O)[C@H]2[C@H](C)O)cc1 | 25 | 11 | -3 | 8 | 11 | -14 | -8 | 4 | 1
Cn1c(SCCN2CCCCC2)nnc1-c1ccccc1Br | -1 | 1 | -5 | 0 | -8 | 7 | 0 | 12 | -10
Cc1ccc(C(O)c2ncc(-c3ccccc3Cl)[nH]2)cc1F (stereo unspecified) | -4 | 2 | -3 | 11 | -2 | 0 | -1 | 4 | 3
Cc1csc(NC(=O)CN2C(=O)c3ccccc3S2(=O)=O)n1 | 0 | 1 | 0 | 3 | 8 | -5 | 9 | -12 | -5
O=C(COc1ccc(Cl)cc1Cl)NN=C1c2ccccc2-c2ccccc21 | -7 | 2 | -5 | 1 | -6 | 3 | 8 | -2 | 0
O=[N+]([O-])c1cc([N+](=O)[O-])c(Oc2cc(F)cc(F)c2F)cc1NN1CCCCC1 | 8 | 0 | -6 | 0 | 15 | -5 | -4 | 12 | -1
Cc1ccc(NC(=O)CCSc2nnc(C)s2)cc1 | -7 | 0 | -4 | 2 | 1 | 0 | 7 | -5 | -2
NC(=O)[C@H]1CC2(CC(c3cccc(NC(=O)CC(c4ccccc4)c4ccccc4)c3)=NO2)CN1C(=O)C(c1ccccc1)c1ccccc1 (stereo partly specified) | -10 | 4 | -5 | 1 | 8 | 2 | 5 | 2 | -1
O=C(CCC(=O)N1CCN(S(=O)(=O)c2ccc(Cl)cc2)CC1)Nc1cccc(Br)c1 | -9 | 2 | -7 | 0 | 1 | -2 | 10 | -7 | -1
CC(C)(C)[C@H]1C=C(C(=O)Nc2ccccc2)O[C@@H](OCCCCO)C1 | -6 | 3 | -10 | 0 | -1 | 6 | 4 | -15 | -4
CC(C)CN(C(=O)COc1cccc(-n2cnnn2)c1)C1CCS(=O)(=O)C1 (stereo unspecified) | -6 | 1 | 2 | 0 | -8 | -2 | 2 | -15 | -4
COC(=O)c1c(NC(=O)c2ccc(C)cc2)sc(Cc2ccccc2)c1C | 5 | 1 | -4 | 5 | 4 | 8 | 1 | -3 | -3
COc1ccc(-c2csc(NC(=O)CCNC(=O)c3ccco3)n2)cc1 | -23 | 1 | -1 | 3 | 2 | 1 | 11 | -10 | 0
COC(=O)C(N)CCCCN (stereo unspecified) | -6 | 1 | -1 | 0 | -1 | 4 | -3 | -3 | 2
CC(=O)NC(=O)Nc1sc(=S)n(C)c1C | -5 | 1 | -3 | 2 | 4 | 11 | 3 | -12 | -5

A portion of the library; rates above refer to the full screens.
